Screens as filed in PubChem BioAssay.
PLK1 PBD block: blocks phosphopeptide binding to human PLK1 polo-box domain; Potency, µM, for inactives: max response, negative = inhibition, actives largely listed as inhibitors; actives 2.8% (n = 360,000); Plk1 PBD binding of FITC phosphopeptide, fluorescence polarization; note: potency is the fitted concentration of half-maximal effect; series mostly up to about 57 µM; % is set by controls: 0 for no effect and ±100 for the full control effect; nearly all actives have a fitted effect of over 65% in size
EPAC1 agonist: EPAC1 (human) agonism. O95398. EPAC1 agonist qHTS, biochemical assay; response scale: 100% = response to 6.5 mM cAMP. Potency, µM (doses to about 154 µM), for inactives: top-dose activation, most hits filed as activators. actives 0.073% (n = 360,000); note: potency is the fitted concentration of half-maximal effect; nearly all actives have a fitted effect of over 60% in size
Target sequence (O95398 whole entry, looked up): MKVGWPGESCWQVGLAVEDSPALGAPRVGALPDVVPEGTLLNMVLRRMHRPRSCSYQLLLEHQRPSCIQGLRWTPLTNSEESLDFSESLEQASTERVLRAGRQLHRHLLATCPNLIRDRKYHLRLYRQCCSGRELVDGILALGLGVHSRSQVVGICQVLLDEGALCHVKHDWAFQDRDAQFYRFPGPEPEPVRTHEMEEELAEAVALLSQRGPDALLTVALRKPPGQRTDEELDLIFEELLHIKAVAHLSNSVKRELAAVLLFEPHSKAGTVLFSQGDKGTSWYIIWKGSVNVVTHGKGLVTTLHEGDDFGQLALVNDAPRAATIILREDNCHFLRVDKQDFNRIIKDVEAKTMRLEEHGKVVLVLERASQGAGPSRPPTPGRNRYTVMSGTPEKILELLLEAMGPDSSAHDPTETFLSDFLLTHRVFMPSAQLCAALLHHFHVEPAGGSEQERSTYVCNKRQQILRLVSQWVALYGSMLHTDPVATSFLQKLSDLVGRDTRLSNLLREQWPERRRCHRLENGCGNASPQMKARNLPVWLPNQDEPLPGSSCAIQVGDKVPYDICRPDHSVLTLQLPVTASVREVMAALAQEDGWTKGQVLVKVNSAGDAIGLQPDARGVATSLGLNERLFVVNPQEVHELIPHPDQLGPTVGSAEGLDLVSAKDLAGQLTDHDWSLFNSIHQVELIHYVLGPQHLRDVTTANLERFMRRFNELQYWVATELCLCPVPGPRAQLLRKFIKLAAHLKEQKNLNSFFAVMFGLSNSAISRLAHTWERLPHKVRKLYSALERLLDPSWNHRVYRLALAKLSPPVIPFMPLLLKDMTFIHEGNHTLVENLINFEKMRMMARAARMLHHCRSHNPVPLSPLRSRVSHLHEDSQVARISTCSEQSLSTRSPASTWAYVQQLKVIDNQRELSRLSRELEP
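Normalized to 6.5 mM cAMP, activity reflects EPAC1-catalysed release of BODIPY-GDP from Rap1B, followed kinetically over 30 min at 480 nm excitation, 540 nm emission. Reaction contained 100 nM EPAC1, 250 nM Rap1B-BODIPY-GDP, 50 uM GDP.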
WRN helicase inh: inhibitors of human WRN helicase; WRN helicase unwinding, fluorescent forked duplex, kinetic; actives 0.46% (n = 360,000); Q14191; Potency, µM (doses to about 114 µM), without a hit: top-dose activity change, negative = inhibition, hits mostly inhibitors; note: potency is the fitted concentration of half-maximal effect; % is set by controls: 0 for no effect and ±100 for the full control effect; nearly all actives have a fitted effect of over 55% in size
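Kinetic red-fluorescence monitoring (525/598 nm) tracks WRN helicase activity after 100 nM fluorophore-quencher forked duplex and 2 mM ATP are added to 20 nM enzyme pretreated 15 min at room temperature with compound.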
EPAC1 antag: EPAC1 (human) antagonism. O95398. actives 0.14% (n = 360,000). AID 720709. EPAC1 GEF assay, Rap1b-BODIPY-GDP exchange fluorescence. Potency, µM (titrated, usually from 115 µM), inactives show at the highest dose activity change, negative = inhibition, usual class: inhibitors;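 note: potency is the fitted concentration of half-maximal effect; plate controls were vehicle for no effect and positive control for full effect; nearly all actives have a fitted effect of over 50% in size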
FUS suppressor: FUS proteinopathy suppression in yeast | AID 1347120 | S. cerevisiae FUS-expressing, growth rescue, OD600, 24 h | actives 0.24% (n = 390,000) | Potency, µM (series often up to 76.6 µM), inactives show at the top dose growth rescue (activation), most hits filed as activators;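 note: potency is the fitted concentration of half-maximal effect; plate controls were DMSO vehicle for no effect and reference control for full effect; nearly all actives have a fitted effect of over 55% in size; some results filed as inactive show a strong effect at the top dose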
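Absorbance at 600 nm, taken 24hr after compound addition, measured rescue of FUS-yeast growth at 30C. Induction used 2% galactose with seeding at OD 0.005. Controls: CP55940 from 92uM final, DMSO only.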
aSyn rescue: rescues yeast growth from alpha-synuclein toxicity; Potency, µM (series often up to 46.1 µM), for the others: at the top dose growth rescue (activation), hits mostly activators; AID 652106; Yeast expressing alpha-synuclein, growth rescue, BacTiter-Glo, 24 h; actives 0.14% (n = 370,000); note: potency is the fitted concentration of half-maximal effect; % of control where 0% means no effect; nearly all actives have a fitted effect of over 65% in size
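Screening used galactose-induced yeast with toxic alpha-synuclein levels, exposed to compound for 24 hr at 30 deg C. Cell growth, read with BacTiter-Glo luminescence, gave the measured signal.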
IL-2 act: activators of IL-2; IL-2 activation reporter assay, cell-based qHTS; stimulated with anti-CD3/CD4/CD28 beads; in transgenic mouse T cells; activation, % (series mostly up to about 46 µM); actives 0.065% (n = 360,000); AID 652025; in the data active = activation above about 50%; inconclusive = mostly about 30% to 49%; note: 0% is about no effect
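First, unstimulated transgenic mouse T cells were exposed to compound for 60 min. Next, anti-CD3/anti-CD4-coated beads with anti-CD28 were added. Finally, after 18 h at 37 degrees C, EGFP and DsRed were imaged.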
Abeta yeast res: restores growth of yeast expressing A-beta42 peptide; yeast expressing A-beta42, growth rescue, OD600, 48 h; response scale: 0% DMSO, 100% iron-clioquinol control; Potency, µM (highest dose often 46.1 µM), for inactives: at the top dose growth rescue, most hits filed as activators; actives 0.063% (n = 410,000); note: potency is the fitted concentration of half-maximal effect; nearly all actives have a fitted effect of over 55% in size
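Yeast growth medium received pinned compounds, then yeast cells expressing toxic A-beta were added; plates incubated at 30 C for 48 hr. Growth read as absorbance at 600 nm, normalized to DMSO and equimolar FeCl3 plus clioquinol controls.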
PI5P4Ka inh: blocks human PI5P4K alpha kinase activity | P48426 | PI5P4Kalpha enzyme, ADP-Glo luminescence, 60 min; stronger effect = lower value | max response, % | actives 1.2% (n = 330,000) | AID 652105; active = max response of -50% or lower; inconclusive = between -30% and -50%; inactive = -30% or higher; note: value at the top dose of about 77 µM; % is set by controls: 0 for no effect and ±100 for the full control effect
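ADP-Glo luminescence end-point after a 60 min room-temperature kinase reaction. PI5P4Kalpha and substrate in HEPES pH 7.4 buffer with EGTA, 0.1% CHAPS and 5% DMSO; ATP at 5 microM final.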
* = called active by the depositor; ? = inconclusive; nt = no result given; [ ] = another dose, or the depositor's remark. Unless noted, calls come from the whole dose curve; as a rule, active = well fitted curve in the direction sought with a large enough effect; inconclusive = small, poorly fitted or top-dose-only effect, or another doubt; inactive = no such curve, though single readings can be large; an effect the other way counts as inactive or inconclusive.

SMILES	PLK1 PBD block	EPAC1 agonist	WRN helicase inh	EPAC1 antag	FUS suppressor	aSyn rescue	IL-2 act	Abeta yeast res	PI5P4Ka inh
NC(=O)NC(c1ccccc1)c1ccccc1F (configuration not stated)	0%	1%	1%	10%	1%	?	-3.9	4%	nt
CCN(Cc1ccncc1)C(=O)c1cc(COc2c(F)cccc2F)on1	30µM*	8%	12%	-7%	-13%	1%	-2.2	6%	-8
COc1ccccc1C(CC(=O)Nc1ccccc1C)c1ccc(OC(C)C)cc1 (configuration not stated)	-3%	10%	-7%	-21%	?	6%	-4.1	7%	11
CCOCc1nnc(NC(=O)COC)s1	-27%	1%	2%	-14%	-1%	0%	-1.0	-15%	4
COc1ccc(NC(=O)COC(=O)COc2ccc(Br)cc2)cc1	-15%	0%	-3%	-21%	8%	-1%	-0.1	-8%	0
O=C(NC1CCCCC1)C(c1ccc(O)cc1)N(CC1CCCO1)C(=O)C1COc2ccccc2O1 (configuration not stated)	-10%	4%	-9%	-2%	44%	7%	-1.4	-4%	-4
O=C(c1ccc2ccccc2c1)C1CCCN(C(=O)c2cnccn2)C1 (configuration not stated)	-14%	10%	5%	10%	12%	2%	2.3	2%	6
COc1cccc(CN2C(=O)Nc3ccccc3C(=O)N2C(C)(C)C)c1	0%	-1%	-6%[57.1 µM]	4%	19%	10%	-1.8	17%	7
Oc1ccc(N=Nc2cccc(C(F)(F)F)c2)cc1C=Nc1ccc(N2CCOCC2)cc1	-16%	-18%	-8%	-25%	17%	-5%	0.5	-23%	-23
CNS(=O)(=O)c1ccc(C(=O)NCC(=O)NCCC(c2ccccc2)c2ccccc2)cc1	0%	-8%	9%	17%	11%	1%	0.0	0%	5
CC(=O)N1c2ccccc2N(Cc2ccc(C)cc2C)C(=O)C1(C)C	0%	-7%	-8%	-11%	12%	?	-0.7	29%	2
Cc1cc2ncc(-c3ccc(Cl)cc3)c(N)n2n1	1%	-3%	-4%	-11%	-18%	-5%	-0.3	-7%	5
Cc1nn(C(C)C(=O)O)c2ccccc12 (configuration not stated)	0%	7%	-9%	7%	-7%	-4%	-1.0	5%	nt
COc1ccc(CCNC(=O)Cc2cc(OCc3ccccc3)c(OC)cc2[N+](=O)[O-])cc1OC	-11%	20%	6%	-15%	18%	0%	-0.6	26%	3
CN1C(=O)[C@H]2[C@@H](c3ccc(C(F)(F)F)cc3)N[C@]3(CCCN(Cc4ccco4)C3=O)[C@H]2C1=O	-3%	15%	-4%	-2%	1%	-5%	0.2	2%	1
Cc1cc(C)cc(NC(=O)C2CC3CCC2C3)c1 (configuration not stated)	6%	10%	10%	5%	-34%	-2%	1.6	-1%	2
COC(=O)c1sccc1NC(=O)CCC1CCCC1	1%	13%	1%	-1%	5%	-5%	3.7	11%	4
CN1CCCC(OC(=O)c2ccc(C#N)cc2)C1 (configuration not stated)	-1%	4%	4%	1%	-15%	0%	1.3	13%	-3
CC(C)(C)c1ccc(Oc2ccc(NC(=O)c3cccs3)cn2)cc1	3%	-4%	-7%	-13%	8%	-13%	-4.2	-3%	10
CN(C)S(=O)(=O)c1cc(NC(=O)COC(=O)C2COc3ccccc3O2)ccc1Cl (configuration not stated)	-13%	9%	2%	-12%	-5%	-1%	-3.2	11%	-4
CCN1CC2CCCC3(C1)C(=O)NC1(CCCCC1)N=C23 (configuration not stated)	-2%	-3%	1%	7%	-7%	0%	0.9	2%	nt
COc1cc(OC)cc(C(=O)N(Cc2ccco2)c2c(N)n(Cc3ccccc3)c(=O)[nH]c2=O)c1	0%	2%	7%	1%	7%	-1%	2.2	5%	-1
CN(C)c1ccc(C2Nc3ccccc3C(=O)N2CCN2CCNC2=O)cc1 (configuration not stated)	3%	-2%	5%	-11%	10%	-11%	-2.0	-6%	-1
C=Cc1ccc(Cn2c(C)c(C(=O)NCc3ccc(C#N)cc3)sc2=O)cc1	0%	-3%	9%[57.1 µM]	-21%	-21%	-13%	-0.5	?	4
COc1ccc(Cl)cc1N1C(=O)[C@@H]2C(c3cccc(OC)c3OC)=NO[C@@H]2C1=O	-13%	5%	-2%	-1%	18%	-1%	-2.7	-9%	2

Carrying on.
SMILES	PLK1 PBD block	EPAC1 agonist	WRN helicase inh	EPAC1 antag	FUS suppressor	aSyn rescue	IL-2 act	Abeta yeast res	PI5P4Ka inh
Nc1ncnc2c1ncn2[C@@H]1O[C@H](COP(=O)(O)O)[C@@H](O)[C@H]1O	-18%	-5%	3%	-6%	-44%	-73%[inhibitor]	0.0	-62%[inhibitor]	-1
CCCNS(=O)(=O)c1ccc(NC(=O)Cc2cccs2)cc1	-1%	-1%	9%	-10%	10%	-2%	0.9	3%	-6
C/C(=C\c1ccco1)C1C(C#N)=C(N)Oc2n[nH]c(-c3ccccc3)c21 (configuration not stated)	-24%	19%	?	-20%	36%	-2%	-0.2	?	nt
COCCCNc1nc2nonc2nc1N(C)CC1CCCN1C (configuration not stated)	-3%	-9%	-9%	-4%	-4%	-1%	-0.1	1%	6
COc1ccc(CNC(=O)C2CC(c3ccccc3[N+](=O)[O-])=NO2)cc1 (configuration not stated)	-12%	-5%	5%	-5%	-9%	27%	-0.3	-4%	2
Cc1ccccc1NC(=O)N1C2CCCC1CC(NC(=O)C1CC1)C2 (configuration not stated)	-2%	12%	-5%	-9%	-3%	2%	1.8	19%	-1
N#CC1=C(N)Oc2n[nH]c(-c3ccc(F)cc3)c2C1c1cccc(OC(=O)N2CCOCC2)c1 (configuration not stated)	-12%	11%	-2%	-16%	6%	0%	2.7	-11%	-5
CCCn1nc(C(=O)NNC(=O)C2CSC3(C)CCC(=O)N23)c2ccccc2c1=O (configuration not stated)	1%	-3%	5%	0%	-2%	-2%	0.6	3%	-1
CC(C)(C)C1CCC(OC(=O)C[N+]2(C)CCCCC2)CC1 (configuration not stated)	-1%	0%	1%	24%	0%	-11%	-3.9	-4%	-1
Cc1ccc(C)c(N2CCN(C(C(=O)NC3CCCC3)C(C)C)CC2)c1 (configuration not stated)	-16%	2%	-1%	-19%	-6%	-1%	-0.7	-9%	-3
Cc1c(NS(=O)(=O)c2ccc(C(=O)NCc3ccc(F)cc3)cc2)c(=O)n(-c2ccccc2)n1C	4%	-8%	0%	-6%	3%	2%	2.2	-9%	3
Cc1ccc(N2C(=O)Nc3cc(Cl)c(Cl)cc3N2O)cc1Cl	?	1%	-14%	-23%	-16%	1%	-0.6	6%	-1
O=C(c1ccco1)N1CCC(c2nc3c(nnn3Cc3ccc(F)cc3)c(=O)[nH]2)CC1	-3%	5%	3%	15%	14%	4%	-0.3	9%	7
O=C(O)c1ccc(NS(=O)(=O)Cc2ccc(Cl)c(Cl)c2)cc1	4%	3%	-21%	-3%	-18%	-14%	-0.2	-1%	4
CCN1CCN(C(c2cccs2)C(C)NC(=O)C(C)C)CC1 (configuration not stated)	1%	-7%	1%	5%	-31%	-6%	-1.1	-11%	8
COc1ccc(C(=O)c2coc(-c3ccccc3C(=O)O)c2C(=O)O)cc1	-13%	2%	-3%	5%	nt	9%	-2.0	6%	-1
O=C(CSc1n[nH]c(-c2ccc(Br)cc2)n1)NC1CCCC1	0%	4%	-5%	18%	19%	-1%[1.84 µM]	0.5	5%	-7
O=C(Nc1ccncc1)c1ccc(Cl)c(Cl)c1	-27%	-5%	13%	-3%	9%	-5%	-2.9	-20%	-7
Cc1cc(C(=O)CN2C(=O)C(=O)N(Cc3ccccc3)C2=O)c(C)n1CC1COc2ccccc2O1 (configuration not stated)	1%	7%	5%	18%	29%	1%	-0.9	4%	-12
CCCCNC(=O)C1CCN(S(=O)(=O)c2cnc[nH]2)CC1	1%	-1%	0%	6%	-10%	1%	-0.6	8%	-2
CC(Sc1ccc([N+](=O)[O-])cn1)C(=O)Nc1nccs1 (configuration not stated)	?	-22%	-12%	-8%	1%	-11%	0.2	-34%[inhibitor]	?

Laid out differently: results already given
mol | PLK1 PBD block | EPAC1 agonist | WRN helicase inh | EPAC1 antag | FUS suppressor | aSyn rescue | IL-2 act | Abeta yeast res | PI5P4Ka inh
NC(=O)NC(c1ccccc1)c1ccccc1F (configuration not stated) | 0% | 1% | 1% | 10% | 1% | ? | -3.9 | 4% | nt
CCN(Cc1ccncc1)C(=O)c1cc(COc2c(F)cccc2F)on1 | 30µM* | 8% | 12% | -7% | -13% | 1% | -2.2 | 6% | -8
COc1ccccc1C(CC(=O)Nc1ccccc1C)c1ccc(OC(C)C)cc1 (configuration not stated) | -3% | 10% | -7% | -21% | ? | 6% | -4.1 | 7% | 11
CCOCc1nnc(NC(=O)COC)s1 | -27% | 1% | 2% | -14% | -1% | 0% | -1.0 | -15% | 4
COc1ccc(NC(=O)COC(=O)COc2ccc(Br)cc2)cc1 | -15% | 0% | -3% | -21% | 8% | -1% | -0.1 | -8% | 0
O=C(NC1CCCCC1)C(c1ccc(O)cc1)N(CC1CCCO1)C(=O)C1COc2ccccc2O1 (configuration not stated) | -10% | 4% | -9% | -2% | 44% | 7% | -1.4 | -4% | -4
O=C(c1ccc2ccccc2c1)C1CCCN(C(=O)c2cnccn2)C1 (configuration not stated) | -14% | 10% | 5% | 10% | 12% | 2% | 2.3 | 2% | 6
COc1cccc(CN2C(=O)Nc3ccccc3C(=O)N2C(C)(C)C)c1 | 0% | -1% | -6%[57.1 µM] | 4% | 19% | 10% | -1.8 | 17% | 7
